Screens: PubChem BioAssay, several laboratories
MITF TRPM1 inh = inhibitors of MITF-driven TRPM1 promoter in melanoma cells; hit rate 0.83% among 330,000; AID 488899; inhibition, % at 12.5 µM; SK-MEL-5 TRPM1 promoter luciferase, 24 h;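 active means mean inhibition across replicates of 60% or more, whatever share of single replicates reaches that level; inconclusive means some that reach 60%, reason not given; inactive means mean inhibition across replicates below 60%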; further: values of inactives mirror those of a sister screen read the other way
Exocytosis inh = blocks lytic granule exocytosis; TALL-104 LAMP-1 surface exposure, flow cytometry; cells stimulated with thapsigargin and PMA; inhibition, % at 10 µM; hit rate 0.66% among 360,000; AID 651702;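 active means inhibition above about 55%, limit read from the data; inconclusive means no clear call, values can overlap the other calls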
Peg3 promoter = inhibitors of Peg3 promoter | HeLa PEG-Prom luciferase reporter, luminescence, overnight | inhibition, % at 20 µM | hit rate 1.7% among 360,000;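 active means inhibition of at least 50% at 20 µM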
NR2E3 ag-1 = activates human NR2E3 receptor; AID 602229; inhibition of corepressor binding, % at 3.98 µM; hit rate 0.35% among 360,000; Q9Y5X4; CHO-S Gal4-NCOR/VP16-NR2E3 two-hybrid, luciferase;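 active means inhibition above the mean of all tested compounds plus 3 SD, cut at about 70% in these data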;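 further: 0% = DMSO with NR2E3 transfected cells and 100% = cells lacking NR2E3 construct; higher means lower luciferase signal from less NR2E3 corepressor binding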
Target sequence (Q9Y5X4 whole entry, looked up, the tested form may be a part): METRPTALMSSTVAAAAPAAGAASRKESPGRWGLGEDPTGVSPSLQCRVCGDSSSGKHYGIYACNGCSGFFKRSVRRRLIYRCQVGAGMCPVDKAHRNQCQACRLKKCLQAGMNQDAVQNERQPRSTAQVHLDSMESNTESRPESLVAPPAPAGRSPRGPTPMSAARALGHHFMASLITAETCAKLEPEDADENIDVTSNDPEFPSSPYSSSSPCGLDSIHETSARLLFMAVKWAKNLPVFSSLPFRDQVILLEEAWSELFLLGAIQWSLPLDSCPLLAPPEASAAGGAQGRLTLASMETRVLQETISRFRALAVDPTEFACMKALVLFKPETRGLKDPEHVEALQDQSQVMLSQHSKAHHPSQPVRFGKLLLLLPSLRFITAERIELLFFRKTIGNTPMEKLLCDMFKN
Vif inh = blocks HIV Vif function; hit rate 0.35% among 340,000; inhibition, % at 7.49 µM; HEK293T cells, Vif self-association by quenched fluorescence, imaging, 24 h; in the data active means inhibition above about 50%, passing the limit was not always enough; inconclusive means no clear call, values can overlap the other calls; inactive means below about 31%; further: some results filed as inactive read as strong as hits
HIF-2a inh = inhibitors of HIF-2a. 786-0 RCC cells HIF-2a reporter, luciferase luminescence, overnight. inhibition, % at 18.8 µM. hit rate 0.72% among 360,000;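 active means inhibition of the luminescence signal of 40% or more relative to plate controls, in a single-dose primary screen at 18.75 µM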
iPSC survival up = hiPSC single-cell survival enhancement | ATPlite luminescence; 100% = ROCK inhibitor wells, 0% = DMSO | survival enhancement, % at 20 µM | hit rate 0.044% among 360,000; in the data active means survival enhancement above about 18%;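 further: cells exposed to compounds for 16 hours before the ATP read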
aDG glyco up = alpha-DG glycosylation activation | Pro5-aDG cells, alpha-DG glycosylation AlphaScreen (IIH6); 0% Pro5, 100% B10-LARGE cell signal | AID 624168 | activation, % at 10 µM | hit rate 0.22% among 360,000;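 active means activation of at least 8% versus controls, or a plate z-score of at least 8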;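 further: Pro5 are CHO cells carrying HIG-tagged alpha-DG that lacks glycosylation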
NR2E3 ag-2 = agonists of human nuclear receptor NR2E3; AID 2300; inhibition of corepressor binding, % at 4.78 µM; hit rate 0.12% among 320,000; GST-NR2E3/biotin-RetCOR TR-FRET, 1536-well;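 active means percent inhibition above the cutoff of mean plus 3 SD of all tested compounds, set per screening campaign, cut at about 20% in these data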;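 further: 0% = DMSO wells and 100% = biotin wells as full block of FRET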
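System: GST-tagged NR2E3 plus biotinylated RetCOR corepressor; Buffer or medium: pH 7.5 Tris-based buffer; Probe or stimulus: RetCOR corepressor, biotinylated, 7 nM; Doses: compound at 4.8 µM, single dose; Schedule: 5 h incubation at 4 °C; Technique: time-resolved FRET; Evaluation: percent inhibition of TR-FRET ratio; Replication: one well per compound, singlicate testing.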
CaV13 ICDI inh = Disruptors of the CACNA1D IQ motif to Ca2+-dependent inactivation inhibitor domain association, primary screening, Förster resonance energy transfer in intact living …; inhibition, % at 12.3 µM; hit rate 0.098% among 340,000; HEK cells, CFP/YFP FRET ICDI-IQ, plate reader, 10 min; percent FRET-ratio fall versus neutral wells; AID 743397;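 active means mean replicate inhibition of at least 30% and at least 1% of replicates passing that level; inconclusive means only one of the two criteria is met; inactive means neither criterion is met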;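 further: 0% = median of the neutral control wells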
PDI inh = inhibitors of human protein disulfide isomerase; P07237; PDI insulin aggregation turbidity, A650, 90 min; inhibition, % at 10 µM; hit rate 0.052% among 350,000;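 active means mean inhibition across replicates of 30% or more, whatever share of single replicates reach that level; inconclusive means mean inhibition below 30% while every single replicate reaches 30%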;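 further: absorbance from insulin aggregation driven by PDI reduction with DTT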
Target sequence (P07237 whole entry, looked up): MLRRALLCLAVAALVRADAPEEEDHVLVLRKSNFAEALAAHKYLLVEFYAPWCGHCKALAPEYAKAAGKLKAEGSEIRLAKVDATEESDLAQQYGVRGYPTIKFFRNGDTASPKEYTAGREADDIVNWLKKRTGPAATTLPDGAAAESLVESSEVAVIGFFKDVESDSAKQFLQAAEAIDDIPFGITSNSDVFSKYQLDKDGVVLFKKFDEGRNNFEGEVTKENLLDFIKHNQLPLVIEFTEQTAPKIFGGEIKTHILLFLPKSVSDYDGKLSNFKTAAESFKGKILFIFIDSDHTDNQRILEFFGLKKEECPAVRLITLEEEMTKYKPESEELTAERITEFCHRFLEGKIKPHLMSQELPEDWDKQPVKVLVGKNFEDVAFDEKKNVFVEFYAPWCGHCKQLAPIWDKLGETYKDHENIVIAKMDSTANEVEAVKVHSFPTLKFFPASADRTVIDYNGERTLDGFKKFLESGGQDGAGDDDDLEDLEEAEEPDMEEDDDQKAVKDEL
* hit, by the source's call; ? = inconclusive; . = no result given.

SMILES	MITF TRPM1 inh	Exocytosis inh	Peg3 promoter	NR2E3 ag-1	Vif inh	HIF-2a inh	iPSC survival up	aDG glyco up	NR2E3 ag-2	CaV13 ICDI inh	PDI inh
Cc1ccc(/C=N/Nc2nc3ccccc3s2)o1	-17	0	-173	-95	1	-116	-2.3	-0.3	0	-3	-16
O=C(NCc1cccnc1)c1c(F)c(F)c(F)c(F)c1F	2	-3	-2	2	1	12	-0.3	1.1	-2	-3	4
Cc1ccc(N2C(=O)CC(Sc3ccccc3C(=O)O)C2=O)cc1C (configuration not stated)	8	5	0	-19	17	19	-0.8	0.0	3	0	13
O=C(O)c1ccccc1C(=O)Nc1n[nH]c(=S)s1	-21	-1	9	-2	-10	-3	0.4	-0.2	-3	-7	-2
CCc1ccc(NC(=O)c2[nH]c(C)c(C(C)=O)c2C)cc1	-65	6	-325	-112	4	-334	0.4	0.2	3	-3	-23
CC(=O)Nc1ccc(S(=O)(=O)NCC(=O)OCC(=O)N2CCCCCC2)cc1	6	1	8	-2	2	10	-0.5	0.0	2	-6	9
Cc1cccnc1C1=NOC(Cc2ccccc2)C(=O)N1C (configuration not stated)	.	5	-6	-5	-1	7	-0.7	0.0	.	-4	4
COc1cccc(N2C(=O)CC(NNc3nc4ccccc4s3)C2=O)c1 (configuration not stated)	9	-4	5	-4	6	5	-0.5	-0.3	2	-4	0
Clc1ccccc1-c1nnc2sc(-c3ccc4c(c3)OCO4)nn12	-12	-3	-70	-165	-3	-191	-0.8	-0.2	-3	-8	1
Cc1cc(C)c(NC(=O)CSCc2nc3sc(C)c(C)c3c(=O)[nH]2)c(Cl)c1	-4	-7	-4	10	38	4	-0.1	0.2	0	-4	-1

6 entries out of the list, arranged by count of non-hydrogen atoms, largest number first.
SMILES	MITF TRPM1 inh	Exocytosis inh	Peg3 promoter	NR2E3 ag-1	Vif inh	HIF-2a inh	iPSC survival up	aDG glyco up	NR2E3 ag-2	CaV13 ICDI inh	PDI inh
CC(=O)Nc1ccc(S(=O)(=O)NCC(=O)OCC(=O)N2CCCCCC2)cc1	6	1	8	-2	2	10	-0.5	0.0	2	-6	9
Cc1cc(C)c(NC(=O)CSCc2nc3sc(C)c(C)c3c(=O)[nH]2)c(Cl)c1	-4	-7	-4	10	38	4	-0.1	0.2	0	-4	-1
COc1cccc(N2C(=O)CC(NNc3nc4ccccc4s3)C2=O)c1 (configuration not stated)	9	-4	5	-4	6	5	-0.5	-0.3	2	-4	0
Clc1ccccc1-c1nnc2sc(-c3ccc4c(c3)OCO4)nn12	-12	-3	-70	-165	-3	-191	-0.8	-0.2	-3	-8	1
Cc1cccnc1C1=NOC(Cc2ccccc2)C(=O)N1C (configuration not stated)	.	5	-6	-5	-1	7	-0.7	0.0	.	-4	4
Cc1ccc(/C=N/Nc2nc3ccccc3s2)o1	-17	0	-173	-95	1	-116	-2.3	-0.3	0	-3	-16

New compounds follow.
SMILES	MITF TRPM1 inh	Exocytosis inh	Peg3 promoter	NR2E3 ag-1	Vif inh	HIF-2a inh	iPSC survival up	aDG glyco up	NR2E3 ag-2	CaV13 ICDI inh	PDI inh
Nc1nc(SCC(=O)Nc2ccc3c(c2)CCC3)n[nH]1	-3	-6	-20	11	-1	-24	-1.4	0.4	1	-3	-6
COc1ccc(CCN2CC(C(=O)OCC(=O)N(C)CC(=O)Nc3ccccc3Cl)CC2=O)cc1OC (configuration not stated)	2	10	-8	1	22	8	-0.3	0.0	.	-7	6
CN(c1ccccc1)S(=O)(=O)c1ccc(C(=O)NCc2cccnc2)cc1	.	0	1	38	.	15	4.6	2.2	.	-6	-3
C[C@H](N)c1nnc(SCc2ccc(Cl)cc2Cl)o1	3	0	10	-14	20	9	-0.7	0.4	-2	-5	-5
COCC(=O)NNC(=S)Nc1cccc(C)c1C	-4	-4	10	-1	-1	5	0.6	0.4	-1	2	8
COc1ccccc1N=Cc1c(C)[nH]n(-c2ccc(C)cc2C)c1=O	5	1	14	-13	2	19	-0.7	-0.1	5	-3	0
COc1ccc(C2=NOC(C(=O)NCc3ccc(F)cc3)C2)cc1OC (configuration not stated)	22	5	2	4	12	-5	1.7	-0.1	-2	-9	-9
O=[N+]([O-])c1ccc(CSc2nc3ncc(Br)cc3[nH]2)cc1	.	1	4	12	-2	6	-0.3	0.0	0	-19	-5
O=C(O)CCCCNCc1ccccc1	2	-2	4	-4	13	-4	-0.8	-0.2	0	-5	1
CC(=O)C1CCC2C3CC(C)=C4CC(O)CCC4(C)C3CCC12C (configuration not stated)	10	-9	12	22	-18	-4	-1.8	-0.1	.	-4	-2
CS(=O)(=O)N1CCN(C2C3CC4CC(C3)CC2C4)CC1 (configuration not stated)	9	-1	-16	-5	16	16	1.5	-0.2	2	-2	6
O=C(CSc1nnc(Cc2ccccc2)o1)Nc1ccc(Br)cn1	8	-3	-11	-1	3	-16	0.8	0.1	1	-5	-2
CC(C)C12CN3CC(C(C)C)(CN(C1)C31C(=O)Nc3ccccc31)C2=O (configuration not stated)	-12	0	2	-16	6	8	1.3	-0.1	0	-6	-5
CC(C)(C)c1ccc(C2C(C#N)=C(N)Oc3n[nH]c(-c4cccnc4)c32)cc1 (configuration not stated)	-2	8	15	-1	.	11	-0.6	0.0	0	-1	-1
O=c1c2nncn2c2cc(C(F)(F)F)ccc2n1CCNc1ncc(C(F)(F)F)cc1Cl	5	-3	-6	-8	-1	26	1.2	0.1	-2	-5	-12
CCOC(=O)CC1C(=O)NCCN1S(=O)(=O)c1ccc(OC)cc1 (configuration not stated)	7	-1	-4	2	-4	12	-1.8	-0.3	1	-6	-2
CCN(CC)S(=O)(=O)c1ccc(C(=O)Nc2cc(S(=O)(=O)N3CCOCC3)ccc2N2CCN(C)CC2)cc1	-3	-3	-3	12	?	8	4.3	-0.1	.	-5	-8
Cc1cc(-c2nnc(CCC(=O)NC(C)(C)C34CC5CC(CC(C5)C3)C4)o2)no1	-13	-30	-18	-21	-6	-62	-0.4	0.2	1	-2	4
COc1ccc(NC(=S)NC(=O)/C=C/c2ccco2)cc1	-25	-2	-96	1	0	-201	-1.4	0.0	5	4	-1
CCOC(=O)n1c(=O)n(Cc2ccc(Cl)c(Cl)c2)c2ccccc21	-12	0	22	-35	.	5	-0.4	1.4	1	-4	4
Clc1ccccc1NCSC1=NCCS1	-15	0	0	-16	23	0	-0.4	0.0	.	-5	3
CC(C)(C)C(=O)Nc1nc(-c2ccc3c(c2)OCO3)cs1	-79	-1	-329	-121	0	-257	-2.3	0.3	-1	-6	6
O=S(=O)(c1ccc(-c2ccon2)s1)N1CCN(CCN2CCOCC2)CC1	7	3	5	7	1	0	-0.1	0.1	0	-18	-5
O=c1c2ccccc2nc(COc2ccccc2)n1/N=C/c1cc([N+](=O)[O-])ccc1O	44	3	-12	-28	-10	-104	-1.3	0.0	2	-2	-1
O=C(/C=C/c1ccco1)Nc1ccc(CN2CCOCC2)cc1	-27	0	-81	-19	18	-132	-0.5	0.0	0	-19	2
CC1(C)Cc2c(sc3nnn(Cc4ccc(Cl)cc4)c(=O)c23)CO1	-2	5	16	-30	-2	9	-1.5	0.4	2	-2	-6
Cc1cc(NC(=O)/C=C/c2ccccc2)no1	-38	-4	-219	-98	-4	-256	-1.8	-0.2	-1	-8	-5
CCCCNC(=O)C1(C)CCC(=O)N1CC(F)(F)F (configuration not stated)	.	-3	9	4	.	-1	0.7	-0.2	.	-11	.
N#Cc1c(N)n(CCOC(=O)c2ccc(Cl)cc2)c2nc3ccccc3nc12	4	5	40	10	-17	4	-2.1	0.1	.	-4	-10
CC(C)(C)N(Cc1ccccc1)C(=O)CSc1ncn[nH]1	5	-9	11	-21	-12	11	-0.2	0.1	-3	-7	11
Cc1ccc(N2C(=O)c3ccccc3C2Nc2ccccc2F)nc1 (configuration not stated)	5	2	5	-81	-5	-28	1.8	-0.1	-2	-3	.
COc1ccc(NC(=O)CN(C)C(=O)c2ccc(OCc3ccccc3)c(OC)c2)cc1	2	4	-22	-25	1	-16	-0.1	0.4	2	-6	2
Cc1cccc(C)c1NC(=S)NCc1ccncc1	-4	5	8	9	10	20	0.2	0.2	1	-13	-1
O=C(NNC(=O)c1ccc(-n2cncn2)c([N+](=O)[O-])c1)c1ccc(Cl)cc1	-2	0	-23	-17	-1	-15	0.1	-0.2	2	-7	3
O=C(NCCCN1CCOCC1)c1ccc2c(c1)N(Cc1ccc(F)cc1)CCS2	6	3	15	-47	-5	-3	0.3	-0.1	2	-7	-5
Cc1noc(C)c1COC(=O)CCOc1ccccc1	-12	0	6	5	-1	8	-0.4	-0.3	-2	-4	10
Cc1ccc(-n2[nH]c(=O)c3cccnc32)cc1	9	5	-10	4	-1	-11	2.6	-0.2	-8	-6	13
COC(=O)c1cn(CC(=O)N2CCCCCC2)c2ccccc12	8	-4	3	-4	7	15	2.4	0.1	4	-4	6
COc1ccc(OCC(=O)NCCCn2ccnc2)cc1	10	-4	10	-3	-8	19	0.8	0.0	-3	-2	-3

Compounds listed so far with a CF3 group (2):
SMILES	MITF TRPM1 inh	Exocytosis inh	Peg3 promoter	NR2E3 ag-1	Vif inh	HIF-2a inh	iPSC survival up	aDG glyco up	NR2E3 ag-2	CaV13 ICDI inh	PDI inh
O=c1c2nncn2c2cc(C(F)(F)F)ccc2n1CCNc1ncc(C(F)(F)F)cc1Cl	5	-3	-6	-8	-1	26	1.2	0.1	-2	-5	-12
CCCCNC(=O)C1(C)CCC(=O)N1CC(F)(F)F (configuration not stated)	.	-3	9	4	.	-1	0.7	-0.2	.	-11	.
